TrxR1 substrate: rat thioredoxin reductase 1 substrate activity. Potency, µM (top dose mostly 114 µM), without a hit: at the highest dose activity change, negative = substrate turnover. purified TrxR1 substrate turnover, NADPH consumption readout. hit rate 0.01% among 390,000; also: potency is read from the fitted curve at half-maximal effect; % is scaled to controls: 0 for no effect and ±100 for the full control effect; nearly all actives have a fitted effect of over 50% in size
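Rat TrxR1, dispensed at 90 nM, was prereduced with 400 uM NADPH (final) for 5 min at ~22 deg C, then incubated with compound 15 min before 400 uM selenite. A first-read NADPH fluorescence drop versus no-compound background flagged substrates.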
USP1 inh: inhibitors of human USP1/UAF1 deubiquitinase | hit rate 0.23% among 390,000 | recombinant USP1/UAF1, Ub-Rhodamine cleavage fluorescence | Potency, µM (titrated, usually from 57.1 µM), inactives show at the top dose activity change, negative = inhibition, most hits filed as inhibitors | O94782 | AID 743255; also: potency is read from the fitted curve at half-maximal effect; % is scaled to controls: 0 for no effect and ±100 for the full control effect; nearly all actives have a fitted effect of over 60% in size; inactives centre near -12
Target sequence (O94782 whole entry, looked up): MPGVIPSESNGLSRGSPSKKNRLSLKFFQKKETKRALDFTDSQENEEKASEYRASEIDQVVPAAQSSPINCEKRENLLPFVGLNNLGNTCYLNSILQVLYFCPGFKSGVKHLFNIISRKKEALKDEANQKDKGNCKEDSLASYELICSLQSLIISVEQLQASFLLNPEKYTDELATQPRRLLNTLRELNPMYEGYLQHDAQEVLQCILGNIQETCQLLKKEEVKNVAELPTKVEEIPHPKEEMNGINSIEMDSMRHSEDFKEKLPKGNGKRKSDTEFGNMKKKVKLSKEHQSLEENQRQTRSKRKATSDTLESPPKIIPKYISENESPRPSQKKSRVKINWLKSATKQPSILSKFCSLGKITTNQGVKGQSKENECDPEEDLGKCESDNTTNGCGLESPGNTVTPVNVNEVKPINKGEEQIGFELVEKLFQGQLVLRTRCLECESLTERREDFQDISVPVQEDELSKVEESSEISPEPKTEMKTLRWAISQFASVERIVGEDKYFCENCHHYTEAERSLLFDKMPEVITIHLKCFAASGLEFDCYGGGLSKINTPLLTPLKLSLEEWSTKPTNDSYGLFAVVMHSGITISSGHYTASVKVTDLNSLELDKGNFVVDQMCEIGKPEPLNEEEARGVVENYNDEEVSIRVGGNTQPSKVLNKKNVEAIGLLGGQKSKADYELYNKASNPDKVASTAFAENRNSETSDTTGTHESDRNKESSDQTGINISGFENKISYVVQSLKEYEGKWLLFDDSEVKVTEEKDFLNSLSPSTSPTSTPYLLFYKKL
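1 nM enzyme complex + cpd, 15 min RT; start with Ub-Rho 150nM final; kinetic fluorescence ex 480/em 540, 6 reads q60 s. Buffer 50mM HEPES pH 7.8, 0.5mM EDTA, 0.1 mg/ml BSA, 1mM TCEP, 0.01% Tween-20.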
D2 antagonist: D2 dopamine receptor (human) antagonism. hit rate 2% among 340,000. inhibition, % at 10 µM. P14416. HEK293 TREx D2 cells, calcium flux, dopamine EC80; in the data active = inhibition above about 30%; also: 0% is about no effect
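Dopamine at EC80 is the agonist stimulus; test compounds precede it by 180 s. Calcium flux read kinetically in a force-coupled, inducible HEK293 T-REx D2 cell line.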
mIDH1 inhibitor: inhibitors of human mutant IDH1 R132H; Potency, µM (series often up to 76.6 µM), for the others: top-dose activity change, negative = inhibition, usual class: inhibitors; hit rate 0.093% among 390,000; IDH1-R132H enzyme, NADPH consumption, diaphorase/resazurin fluorescence; also: potency is read from the fitted curve at half-maximal effect; % is scaled to controls: 0 for no effect and ±100 for the full control effect; nearly all actives have a fitted effect of over 65% in size
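IDH1-R132H (0.5 ug/mL) preincubated 30 min with compound, then NADPH (0.016 mM) and alpha-KG (2 mM) added; 80 min at RT, pH 7.5. Remaining NADPH coupled via diaphorase/resazurin to fluorescence (540/590 nm); concentration-response curves normalized to no-enzyme control.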
rTrxR1 inhibitor: blocks rat thioredoxin reductase 1. recombinant rTrxR1, NADPH fluorescence consumption, selenite substrate. Potency, µM (titrated, usually from 114 µM), for the others: at the top dose activity change, negative = inhibition, hits mostly inhibitors. AID 588453. O89049. hit rate 1% among 390,000; also: potency is read from the fitted curve at half-maximal effect; % is scaled to controls: 0 for no effect and ±100 for the full control effect; nearly all actives have a fitted effect of over 65% in size
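Rat TrxR1 (90 nM in the dispensed reagent) was pre-reduced with 400 uM NADPH for 5 min at room temperature, then incubated with compound for 15 min. After 400 uM selenite was added, NADPH fluorescence (Ex 340/Em 450 nm) was followed for 8 min.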
PI4K2A inh: PI4K2A (human) kinase inhibition; activity change, negative = inhibition, % at 76.9 µM; purified PI4K2A, ADP-Glo luminescence, 1 h; hits give low values; Q9BTU6; hit rate 0.13% among 420,000; in the data active = activity change below about -50%; inconclusive = mostly about -30% to -49%;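 also: -100% = wells without enzyme as full effect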
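Compounds are screened against recombinant PI4K2A using PI as substrate and ATP, the latter dispensed at 300 microM. Reactions run one hour at ambient temperature before ADP-Glo detection; full inhibition defined by wells lacking enzyme.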
TRHR ag: TRH receptor (human) agonism. P34981. TRHR cells, calcium flux fluo-8, FDSS agonist mode. activation, % at 2 µM. hit rate 0.18% among 360,000. AID 493084; in the data active = activation above about 30%; also: 0% is about no effect
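TRHR-expressing cells, plated overnight in medium with 10% serum, were loaded with fluo-8 calcium dye at room temperature. After a 10 s baseline, library compound was pin-added and calcium release was recorded kinetically (ex 480/em 530) as agonist response.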
TRHR PAM: allosteric enhancers of human TRH receptor | P34981 | TRHR cells, fluo-8 calcium fluorescence, EC20 TRH enhancement | enhancement, % at 2 µM | hit rate 0.66% among 360,000; in the data active = enhancement above about 30%; also: 0% is about no effect
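Enhancer read-out: after compound pinning and an initial kinetic agonist-mode read, an EC20 of TRH (10 nM final) was injected and fluo-8 calcium signal (Ex 480/Em 530) followed at 1 s/cycle for 100 cycles in TRHR-expressing cells.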
D2 agonist: activates the human D2 dopamine receptor. AID 485358. activation, % at 2 µM. HEK293 T-REx D2 cells, calcium flux agonist mode. hit rate 0.53% among 340,000;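 active = activation over 3 SD above normal in the single-dose calcium agonist read, cut at about 30% in these data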; also: 0% is about no effect
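Tetracycline-induced HEK293 Trex cells with D2 receptor force-coupled to calcium signaling, plated overnight at 30 C and loaded with no-wash calcium dye. Calcium flux read kinetically for 180 s after compound addition; responses flag agonists.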
* marks the source's active call; other numbers are inactive results; ? = inconclusive; nt = not tested or not shown; [ ] = another dose, or the depositor's remark. Unless noted, calls follow the shape of the dose curve; as a rule, active = well fitted inhibition curve with a large enough effect; inconclusive = small, poorly fitted or top-dose-only effect; inactive = no such curve, though single readings can be large or run the other way.

Abbreviations: A = TrxR1 substrate; B = USP1 inh; C = D2 antagonist; D = mIDH1 inhibitor; E = rTrxR1 inhibitor; F = PI4K2A inh; G = TRHR ag; H = TRHR PAM; I = D2 agonist
molecule: N#C/C(=C\c1ccncc1)c1nc2ccccc2c(=O)[nH]1
  A: 6%[57.1 µM]; B: -9%; C: -6; D: 9%; E: 2%[57.1 µM]; F: -18; G: 5.8; H: -4; I: 5.6

molecule: COc1ccc(N(CC(=O)NCCSCc2ccco2)S(=O)(=O)c2ccccc2)cc1
  A: -1%[57.1 µM]; B: -7%; C: -2; D: 6%; E: 1%[57.1 µM]; F: 3; G: -1.4; H: -6; I: -2.3

molecule: O=C(Nc1ccccc1Cl)C1CCN(c2nc3ccccc3nc2C(F)(F)F)CC1
  A: 3%[57.1 µM]; B: -15%; C: nt; D: -6%; E: 16%[57.1 µM]; F: 1; G: 0.1; H: -5; I: 0.1

molecule: CC(=NO)C1CCC2C3CCC4=CC(=NO)CCC4(C)C3C(O)CC12C (stereo not given)
  A: 6%[11.4 µM]; B: 1%; C: nt; D: 2%; E: 18%[11.4 µM]; F: 3; G: nt; H: nt; I: nt

molecule: O=[N+]([O-])c1ccc(O)c(C=Nc2ccc3nc(-c4ccccc4)[nH]c3c2)c1
  A: 176%[activator]; B: -26%; C: -1; D: 2%; E: ?; F: -6; G: 1.7; H: -3; I: 0.8

molecule: CC(C)Oc1cc2ccccc2cc1CNC[C@H]1O[C@@H](n2cnc3c(N)ncnc32)[C@H](O)[C@@H]1O
  A: 3%; B: -18%; C: nt; D: 1%; E: 13%; F: -4; G: nt; H: nt; I: nt

molecule: CCc1cccc2sc(NC(=O)c3ccc(N4C(=O)CCC4=O)cc3)nc12
  A: 17%[57.1 µM]; B: -10%; C: 3; D: 0%; E: 9%[57.1 µM]; F: -1; G: 1.9; H: 8; I: 0.5

molecule: CC(=O)NC(=S)Nc1ccccc1C(=O)NC1CCCCC1
  A: -8%; B: -16%; C: -8; D: 5%; E: -21%; F: 2; G: 1.1; H: 2; I: 0.2

molecule: COc1cccc(N2CCN(CC(=O)c3c(C)[nH]c4ccccc34)CC2)c1
  A: -12%; B: -2%; C: -3; D: -1%; E: -5%; F: 4; G: 0.4; H: 3; I: 0.4

molecule: COc1cccc(C(=O)Nc2cc(C)on2)c1OC
  A: 8%; B: -17%; C: 7; D: 8%; E: 17%; F: -7; G: -0.5; H: -6; I: 0.1

molecule: COc1ccc(CNC(=O)CN(c2cc(C)cc(C)c2)S(=O)(=O)c2c(C)noc2C)cc1
  A: 1%; B: -7%; C: -7; D: 0%; E: 8%; F: 1; G: -0.6; H: -3; I: -0.2

molecule: COC(=O)c1sccc1NC(=O)CN1CCN(c2ccc(F)cc2)CC1
  A: -8%; B: -30%; C: -16; D: 5%; E: -3%; F: 10; G: -1.4; H: -3; I: -0.6

molecule: N#Cc1c(-c2ccc(F)cc2)nc2n(c1=O)CCS2
  A: -4%; B: -6%; C: 3; D: -2%; E: 19%; F: -7; G: -0.2; H: 18; I: 0.1

molecule: Cc1c(C)c2ccc(OCC(=O)NC3CCN(Cc4ccccc4)CC3)c(C)c2oc1=O
  A: 46%[activator]; B: -6%; C: -14; D: 6%; E: 14%; F: -24; G: 2.1; H: 7; I: 1.1

molecule: Cc1ccc(C=NNc2nc3c([nH]2)c(=O)n(C)c(=O)n3C)cc1
  A: -6%[2.29 µM]; B: 9%; C: nt; D: 1%; E: -5%[2.29 µM]; F: 2; G: nt; H: nt; I: nt

molecule: COc1ccc(OC)c(S(N)(=O)=O)c1
  A: 11%; B: -15%; C: 5; D: 0%; E: 13%; F: 3; G: 0.6; H: 2; I: 0.1

molecule: CC(=O)c1cccc(S(=O)(=O)Nc2ccc3nc(C)sc3c2)c1
  A: -9%; B: -18%; C: -1; D: 3%; E: 9%[57.1 µM]; F: -5; G: 1.3; H: 8; I: 4.3

molecule: Cc1ccc(N2C(=O)/C(=C\c3ccco3)SC2=S)cc1
  A: 4%; B: -25%; C: 6; D: 1%; E: ?; F: -18; G: -0.7; H: 20; I: -0.1

molecule: CC1CC(=O)Nc2ccccc2N1C(=O)CSc1ncnc2sccc12 (stereo not given)
  A: 5%; B: -15%; C: 5; D: 9%; E: 2%; F: -2; G: 0.4; H: 5; I: 0.3

molecule: CC1(C)Cc2c(sc(NC(=O)c3ccc(Br)o3)c2C#N)CO1
  A: -9%; B: -8%; C: 1; D: 7%; E: -22%; F: -1; G: 0.8; H: 0; I: 0.7

molecule: O=C(c1n[nH]c(=O)c2ccccc12)N1CCOCC1
  A: -4%; B: -20%; C: 20; D: 1%; E: 10%; F: 2; G: -1.0; H: 20; I: 0.3

molecule: CC1CCN(C(=O)c2ccc3c(c2)OCO3)CC1
  A: -5%; B: -20%; C: nt; D: -6%; E: -1%; F: 0; G: 0.0; H: -12; I: nt

molecule: COc1ccc(S(=O)(=O)N2CCCCC2)cc1NC(=O)COC(=O)c1ccco1
  A: 1%; B: -19%; C: nt; D: -1%; E: 10%; F: 3; G: nt; H: nt; I: nt

molecule: COc1ccccc1NC(=O)CSc1n[nH]c(-c2ccccn2)n1
  A: -4%; B: -1%; C: -21; D: 20%; E: -5%[57.1 µM]; F: -17; G: -0.4; H: 1; I: 0.6

molecule: Cc1cccc(-n2ncc3c2CCCC3NC(=O)C2(C(N)=O)CC2)c1C (stereo not given)
  A: 0%; B: -23%; C: nt; D: -5%; E: 16%; F: -1; G: 0.3; H: 1; I: nt

molecule: CC(O)[C@H]1CNC(=O)C(=O)N1CC1(c2ccccc2)CC1 (stereo not given in full)
  A: 9%[57.1 µM]; B: -23%; C: 18; D: -5%; E: 14%[57.1 µM]; F: 2; G: -0.4; H: 0; I: -3.8

molecule: c1cc(C(c2nnnn2C2CCCCC2)N2CCN3CCCC3C2)ccn1 (stereo not given)
  A: 10%; B: -19%; C: 2; D: -3%; E: -23%; F: -1; G: 0.9; H: -3; I: 0.8

molecule: CCOc1ccc(S(=O)(=O)N(CC(=O)N/N=C/c2cccs2)c2ccc(C)cc2)cc1
  A: 9%[57.1 µM]; B: -19%; C: -12; D: 2%; E: -30%; F: -3; G: 0.1; H: 2; I: 0.3

molecule: O=C(CSc1nccn1-c1ccc(F)cc1)Nc1cccc2ccccc12
  A: 4%[57.1 µM]; B: -23%; C: nt; D: 0%; E: 25%[57.1 µM]; F: 4; G: -0.2; H: -2; I: 0.8

molecule: CCOC(=O)c1c(-c2ccc(C)cc2)csc1NC(=O)c1ccc(C(C)(C)C)cc1
  A: 11%; B: -2%; C: nt; D: -11%; E: 28%; F: -2; G: -1.3; H: -2; I: 0.2

molecule: O=C(/C=C/c1c(Cl)nc2ccccn12)N1CCCCC1
  A: 7%[57.1 µM]; B: -6%; C: -9; D: 13%; E: 14%[57.1 µM]; F: -15; G: -0.3; H: 1; I: -0.6

molecule: c1ccc(C[C@H]2CNCCN2CC2CCCCC2)cc1
  A: 1%; B: -20%; C: nt; D: -18%; E: 13%; F: 2; G: 0.4; H: 20; I: nt

molecule: CSc1nc2ccc(NS(=O)(=O)c3ccc(CNC(C)=O)cc3)cc2s1
  A: 2%; B: -21%; C: 6; D: 2%; E: 6%; F: -7; G: 0.3; H: 2; I: 0.3

molecule: CCC(C)C(NC(=O)C1CCC(C)CC1)C(=O)NC1CCN(Cc2ccccc2)CC1 (stereo not given)
  A: nt; B: nt; C: -8; D: nt; E: nt; F: nt; G: 0.7; H: 3; I: 0.3

molecule: Cc1nc(-c2ccc(F)cc2)c(CC(=O)N2CCN(S(=O)(=O)c3ccc(F)cc3)CC2)s1
  A: -9%; B: -9%; C: -8; D: 1%; E: -1%; F: 3; G: -0.9; H: -9; I: -0.8

molecule: CCCOc1ccc(C2c3c(oc4ccccc4c3=O)C(=O)N2CCCN2CCOCC2)cc1 (stereo not given)
  A: 12%; B: -15%; C: 36*; D: 0%; E: ?; F: -3; G: -0.1; H: 1; I: 1.4

molecule: Cc1cc(F)ccc1NC(=O)c1csc2c1CCC(C)C2 (stereo not given)
  A: -7%; B: -19%; C: nt; D: 3%; E: -13%; F: 2; G: 0.0; H: -9; I: -0.6

molecule: COc1ccccc1C(C)NC(=O)c1cc(=O)[nH]c2ccccc12 (stereo not given)
  A: 15%[57.1 µM]; B: -18%; C: nt; D: 8%; E: 24%[57.1 µM]; F: 3; G: -0.5; H: 0; I: nt

molecule: COc1ccccc1N1CCN(Cc2nnnn2CCc2ccccc2)CC1
  A: 0%; B: 0%; C: -2; D: 3%; E: 3%; F: 0; G: 1.0; H: -3; I: 11

molecule: CC1(C)C(=O)OC(c2ccccc2)C2(CCCC2)C1=O (stereo not given)
  A: -5%; B: 2%; C: 7; D: 17%; E: 6%; F: -5; G: -1.0; H: 0; I: 0.1

Record cards (already shown).
`O=C(c1n[nH]c(=O)c2ccccc12)N1CCOCC1` across the screens: TrxR1 substrate: -4%; USP1 inh: -20%; D2 antagonist: 20; mIDH1 inhibitor: 1%; rTrxR1 inhibitor: 10%; PI4K2A inh: 2; TRHR ag: -1.0; TRHR PAM: 20; D2 agonist: 0.3
`Cc1ccc(C=NNc2nc3c([nH]2)c(=O)n(C)c(=O)n3C)cc1` across the screens: TrxR1 substrate: -6%[2.29 µM]; USP1 inh: 9%; D2 antagonist: nt; mIDH1 inhibitor: 1%; rTrxR1 inhibitor: -5%[2.29 µM]; PI4K2A inh: 2; TRHR ag: nt; TRHR PAM: nt; D2 agonist: nt
